Vif-A3F inh: inhibitors of Vif-A3F interaction. HeLa A3F-eYFP + Vif (tagged APOBEC3F with the HIV-1 protein that degrades it), YFP fluorescence increase. Potency, µM (doses to about 46.1 µM), for inactives: top-dose activity, negative = active. 390,000 compounds, 0.2% hits. AID 602313; also: % of control where 0% means no effect; nearly all actives have a fitted effect of over 65% in size
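Fluorescence increase (Ex 488/Em 500-530) after overnight compound treatment at 37 deg C flags inhibition of Vif-driven A3F-eYFP loss in stable HeLa A3F-eYFP/Vif cells seeded overnight beforehand.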
ALOX12 inh: ALOX12 (human) lipoxygenase inhibition. purified 12hLO, xylenol orange hydroperoxide absorbance. Potency, µM (titrated, usually from 108 µM), for inactives: top-dose activity change, negative = inhibition, hits mostly inhibitors. 580,000 compounds, 1.1% hits. AID 1671190; also: % is scaled to controls: 0 for no effect and ±100 for the full control effect
Target sequence (P18054 whole entry, looked up): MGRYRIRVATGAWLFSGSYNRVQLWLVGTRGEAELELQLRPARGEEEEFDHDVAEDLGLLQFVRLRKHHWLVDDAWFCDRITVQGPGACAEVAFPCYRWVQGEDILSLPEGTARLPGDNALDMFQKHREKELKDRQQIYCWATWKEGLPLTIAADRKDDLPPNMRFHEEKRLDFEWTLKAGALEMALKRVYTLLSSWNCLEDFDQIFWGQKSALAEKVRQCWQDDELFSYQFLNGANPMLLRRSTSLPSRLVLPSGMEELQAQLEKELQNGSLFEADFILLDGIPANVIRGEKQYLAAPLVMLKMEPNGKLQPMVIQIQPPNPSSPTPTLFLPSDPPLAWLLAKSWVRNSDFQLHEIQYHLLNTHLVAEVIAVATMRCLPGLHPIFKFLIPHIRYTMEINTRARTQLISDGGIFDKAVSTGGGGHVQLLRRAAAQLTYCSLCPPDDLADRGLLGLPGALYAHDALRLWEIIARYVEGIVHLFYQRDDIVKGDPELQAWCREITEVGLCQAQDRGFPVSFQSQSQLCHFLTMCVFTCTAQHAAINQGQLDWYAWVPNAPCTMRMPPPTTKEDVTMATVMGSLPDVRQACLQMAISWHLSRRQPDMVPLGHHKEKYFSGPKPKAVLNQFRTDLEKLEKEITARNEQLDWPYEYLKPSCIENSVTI
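Hydroperoxide product was detected by ferrous iron/xylenol orange as the 573 to 405 nm absorbance ratio. Arachidonic acid at 40 uM (final) was turned over for 30 min at room temperature by 150 nM human 12hLO, pH 7.0 Hepes buffer, after 15 min compound preincubation.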
TrxR1 substrate: is turned over as a substrate by rat TrxR1; 390,000 compounds, 0.01% hits; Potency, µM (top dose mostly 114 µM), without a hit: at the highest dose activity change, negative = substrate turnover; O89049; AID 588456; purified TrxR1 substrate turnover, NADPH consumption readout; also: % is scaled to controls: 0 for no effect and ±100 for the full control effect; nearly all actives have a fitted effect of over 50% in size
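Rat TrxR1, dispensed at 90 nM, was prereduced with 400 uM NADPH (final) for 5 min at ~22 deg C, then incubated with compound 15 min before 400 uM selenite. A first-read NADPH fluorescence drop versus no-compound background flagged substrates.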
USP1-UAF1 inh: blocks the human USP1/UAF1 deubiquitinase complex. O94782. Potency, µM (highest dose often 57.1 µM), inactives show top-dose activity change, negative = inhibition, actives largely listed as inhibitors. 390,000 compounds, 0.23% hits. recombinant USP1/UAF1, Ub-Rhodamine cleavage fluorescence; also: % is scaled to controls: 0 for no effect and ±100 for the full control effect; nearly all actives have a fitted effect of over 60% in size; inactives centre near -12
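USP1/UAF1 complex at 1 nM was preincubated with compound for 15 min at room temperature, then Ub-Rho substrate (150nM final) was added. Fluorescence (480/540 nm) was read kinetically, 6 reads every 60 seconds.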
RXFP1 ag: RXFP1 (human) receptor agonism; HEK293T-RXFP1 cAMP TR-FRET, 30 min; response scale: percent of porcine relaxin response, buffer zero; Potency, µM (series often up to 57.5 µM), inactives show at the highest dose activation, most hits filed as activators; 370,000 compounds, 0.3% hits; Q9HBX9; also: % is scaled to controls: 0 for no effect and ±100 for the full control effect; nearly all actives have a fitted effect of over 60% in size; many of its hits are not listed in these tables
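Agonist response is measured as cAMP accumulation in an RXFP1-transfected HEK293T line under PDE4 inhibition. Values are scaled between buffer-only and 29 nM porcine relaxin, and EC50s come from standard Hill equation fits.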
RGS4 inhibitor: inhibitors of human regulator of G protein signaling 4 | P49798 | AID 504845 | 390,000 compounds, 0.039% hits | Transcreener GDP fluorescence polarization, RGS4-accelerated GTP hydrolysis | Potency, µM (series often up to 114 µM), for the others: at the top dose activity change, negative = inhibition, actives largely listed as inhibitors; also: % is scaled to controls: 0 for no effect and ±100 for the full control effect; nearly all actives have a fitted effect of over 75% in size; some results filed as inactive show a strong effect at the top dose
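MLSMR compounds (23 nl, pin-transferred) preincubated 10 min at room temperature with a 500nM (2x) first reagent, then RGS4 at 900nM (2x) plus Transcreener GDP mix added; fluorescence polarization (620/688 nm) read before and after 90 min at 30 °C.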
Vif-A3G inh: inhibitors of Vif-APOBEC3G interaction; Q9HC16; HeLa A3G-eYFP + Vif (tagged APOBEC3G with the HIV-1 protein that degrades it), YFP fluorescence, overnight; Potency, µM (titrated, usually from 46.1 µM), inactives show at the highest dose activity, negative = active, hits mostly inhibitors; 410,000 compounds, 0.076% hits;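 also: % is scaled to controls: 0 for no effect and ±100 for the full control effect; nearly all actives have a fitted effect of over 60% in size; hits raise eYFP signal because A3G escapes Vif-driven loss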
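HeLa cells stably expressing Vif and C-terminally eYFP-tagged A3G, seeded overnight at 37 deg C, then exposed to compound by pintool overnight at 37 deg C. Rise in yellow fluorescence (Ex 488/Em 500-530, Acumen) marks blocked Vif-driven A3G degradation.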
rTrxR1 inhibitor: inhibitors of rat thioredoxin reductase 1; O89049; recombinant rTrxR1, NADPH fluorescence consumption, selenite substrate; Potency, µM (doses to about 114 µM), for inactives: top-dose activity change, negative = inhibition, most hits filed as inhibitors; 390,000 compounds, 1% hits; also: % is scaled to controls: 0 for no effect and ±100 for the full control effect; nearly all actives have a fitted effect of over 65% in size
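Rat TrxR1 (90 nM in the dispensed reagent) was pre-reduced with 400 uM NADPH for 5 min at room temperature, then incubated with compound for 15 min. After 400 uM selenite was added, NADPH fluorescence (Ex 340/Em 450 nm) was followed for 8 min.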
IDH1 R132H inh: human IDH1 R132H inhibition; AID 602179; 390,000 compounds, 0.093% hits; Potency, µM (top dose mostly 76.6 µM), inactives show top-dose activity change, negative = inhibition, usual class: inhibitors; IDH1-R132H enzyme, NADPH consumption, diaphorase/resazurin fluorescence; O75874; also: % is scaled to controls: 0 for no effect and ±100 for the full control effect; nearly all actives have a fitted effect of over 65% in size
Target sequence (O75874 whole entry R132H, stated change not applied): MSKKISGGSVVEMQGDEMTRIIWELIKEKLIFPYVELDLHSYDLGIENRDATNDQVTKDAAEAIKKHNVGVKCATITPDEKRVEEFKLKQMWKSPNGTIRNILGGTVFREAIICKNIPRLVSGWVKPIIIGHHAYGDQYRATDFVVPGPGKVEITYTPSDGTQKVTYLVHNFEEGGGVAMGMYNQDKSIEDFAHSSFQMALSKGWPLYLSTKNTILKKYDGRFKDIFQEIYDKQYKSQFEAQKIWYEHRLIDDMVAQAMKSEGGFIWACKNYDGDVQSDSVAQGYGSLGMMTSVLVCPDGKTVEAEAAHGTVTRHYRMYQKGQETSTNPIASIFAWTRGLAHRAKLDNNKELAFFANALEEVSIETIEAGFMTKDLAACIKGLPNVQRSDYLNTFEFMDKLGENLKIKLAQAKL
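IDH1-R132H (0.5 ug/mL) preincubated 30 min with compound, then NADPH (0.016 mM) and alpha-KG (2 mM) added; 80 min at RT, pH 7.5. Remaining NADPH coupled via diaphorase/resazurin to fluorescence (540/590 nm); concentration-response curves normalized to no-enzyme control.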
* marks the source's active call; other numbers are inactive results; ? = inconclusive; . = not tested or not shown; & = joins results of further samples; [ ] = dose if it differs, or a comment. Calls follow the shape of the dose curve; as a rule, active = well fitted curve in the direction sought with a large enough effect; inconclusive = small, poorly fitted or top-dose-only effect, or another doubt; inactive = no such curve, though single readings can be large; an effect the other way counts as inactive or inconclusive. Potency is read from the fitted curve at half-maximal effect. Not all compounds are listed. The share of hits here may be higher or lower than overall.

SMILES	Vif-A3F inh	ALOX12 inh	TrxR1 substrate	USP1-UAF1 inh	RXFP1 ag	RGS4 inhibitor	Vif-A3G inh	rTrxR1 inhibitor	IDH1 R132H inh
O=C(O)CC1NC(=O)N(c2ccc(Cl)cc2)C1=O (stereo not given)	-3%	-3%	-2%	9%	0.8%	-28%	-1%	1%	-3%
COc1ccc(N=C2NC(=O)/C(=C/C=C/c3ccccc3)S2)cc1	5%	248%[activator]	-5%[57.1 µM]	-11%	-4.2%	1%	-8%	6%[57.1 µM]	20%
CC(=O)NC(CC(=O)NNC(=O)c1cc2ccccc2cc1O)c1ccccc1 (stereo not given)	5%	-18%	2%	-14%	1.4%	?	0%	7%	15%
CC1(C)CC(=O)C2=C(C1)N=C1c3ccccc3C(=O)C1C2c1ccc(Cl)cc1 (stereo not given)	7%	?	-11%	-16%	-0.2%	-44%	6%	-26%	1%
CCOc1ccc(S(=O)(=O)N(CC)CC)cc1NC(=O)c1ccc(N2CCCC2=O)cc1	-1%	-48%	4%[57.1 µM]	-9%	21%	-26%	-7%	2%[57.1 µM]	-1%
O=C(c1cccc(COc2cccc3ccccc23)c1)N1CCCC1	7%	?	1%	-25%	1.9%	-21%	1%	-7%	8%
CCN(CC)S(=O)(=O)c1ccc(CNC(=O)CN2C(=O)NC3(CCc4ccccc43)C2=O)cc1 (stereo not given)	5%	-27%	-2%	-16%	0.1%	-14%	2%	7%	-2%
CCOc1ccc(OC(=O)C(CCS(C)(=O)=O)N2C(=O)c3ccccc3C2=O)cc1 (stereo not given)	-3%	4%	0%	-10%	-0.1%	-21%	2%	0%	3%
NCCCC[C@@H]1NC(=O)[C@H](CCC(=O)O)NC(=O)c2cc([N+](=O)[O-])cc(I)c2SC[C@@H](C(=O)NCC(N)=O)NC1=O	0%	40µM*	-6%[57.1 µM]	-28%	-0.1%	-16%	0%	11%[57.1 µM]	6%
Cc1ccccc1OCCC(=O)OCC(=O)NC1CCCCC1	3%	-4%	-12%	-8%	-0.3%	7%	0%	-13%	6%

Random excerpt: 2 records from the list.
SMILES	Vif-A3F inh	ALOX12 inh	TrxR1 substrate	USP1-UAF1 inh	RXFP1 ag	RGS4 inhibitor	Vif-A3G inh	rTrxR1 inhibitor	IDH1 R132H inh
CCN(CC)S(=O)(=O)c1ccc(CNC(=O)CN2C(=O)NC3(CCc4ccccc43)C2=O)cc1 (stereo not given)	5%	-27%	-2%	-16%	0.1%	-14%	2%	7%	-2%
COc1ccc(N=C2NC(=O)/C(=C/C=C/c3ccccc3)S2)cc1	5%	248%[activator]	-5%[57.1 µM]	-11%	-4.2%	1%	-8%	6%[57.1 µM]	20%

The list goes on:
SMILES	Vif-A3F inh	ALOX12 inh	TrxR1 substrate	USP1-UAF1 inh	RXFP1 ag	RGS4 inhibitor	Vif-A3G inh	rTrxR1 inhibitor	IDH1 R132H inh
O=C(CNC(=O)c1ccncc1)N/N=C/c1cc(Br)ccc1OCc1ccccc1	7%	0%	6%[57.1 µM]	7%	-0.3%	16%	-15%	7%[57.1 µM]	5%
COc1ccc(C(=O)C2CCCN(C(=O)c3cc(C)on3)C2)cc1F (stereo not given)	-15%	5%	-7%	-14%	0.1%	-15%	-1%	2%	7%
C=C(C)c1ccc(C(C)(C)NC(=O)NCc2ccco2)cc1	7%	?	9%[57.1 µM]	4%	1.1%	14%	5%	8%[57.1 µM]	6%
O=C(N/N=C/c1ccccc1F)NC1CCCCC1	-7%	-16%	0%	-15%	-1.3%	-2%	-6%	7%	8%
O=C(NCC(c1ccco1)S(=O)(=O)c1cccs1)c1ccccc1F (stereo not given)	-8%	-5%	4%[57.1 µM]	-4%	-0.1%	-7%	-1%	0%[57.1 µM]	8%
Cn1c(N)c(C(=O)COC(=O)Cc2ccc(Br)cc2)c(=O)n(C)c1=O	3%	13%	2%[57.1 µM]	6%	.	15%	2%	-6%[57.1 µM]	10%
CCn1c(SCC(=O)Nc2cc(OC)ccc2OC)nnc1C1CCCCC1	-4%	-3%	5%	9%	1.2%	13%	1%	-5%	10%
COc1cc(NC(=S)NC(=O)c2ccc(C(C)(C)C)cc2)ccc1NC(=O)c1cccs1	-1%	6.3µM*	3%	-13%	-0.6%	-19%	1%	14%	-6%
O=C(c1ccc(F)cc1)c1c[nH]c(C(=O)NCCCN2CCOCC2)c1	6%	-8%	-6%	-21%	1.6%	-1%	3%	-12%	11%
O=C(c1cccc(-c2ccccc2F)c1)N1CC[C@@H](N2CCC(O)CC2)[C@H](O)C1	-14%	0%	1%	-16%	-6.1%	12%	0%	21%	-1%
COc1ccc(N(CC(=O)N2CCN(Cc3ccccc3)CC2)S(C)(=O)=O)c(OC)c1	3%	-52%	0%	-11%	0.0%	11%	-1%	21%	0%
CCN(CC(=O)NCc1cccs1)C(=O)/C=C/c1ccc(OC)cc1OC	-11%	12%	0%	-14%	0.8%	4%	-16%	4%	-2%
Cc1ccccc1NC(=O)OCCN1CCN(Cc2ccccc2)CCC1=O	-10%	-15%	9%	-19%	3.9%	?	-5%	17%	18%
CCCc1ncc(C(O)c2ccc(OC)cc2)n1C (stereo not given)	2%	20%&7%	9%	-5%	0.2%	5%	-3%	14%	-1%
CC(=O)N1CCN(c2ccc(S(=O)(=O)N3CCCCC3)cn2)CC1	-6%	-13%	6%	3%	-1.3%	18%	-1%	13%	-8%
CCOC(=O)c1noc2nc(C)n(CC(=O)Nc3cccc(OC)c3)c(=O)c12	1%	?	6%[57.1 µM]	?	0.4%	12%	3%	19%[57.1 µM]	-8%
Cc1cc2ccccc2n1CCNC(=O)c1ccccc1	-6%	-8%&-12%	-5%[57.1 µM]	-4%	7.2%	?	-10%	-31%[57.1 µM]	-8%
COc1cc(C2C(C#N)=C(N)Oc3n[nH]c(-c4cccs4)c32)cc(OC)c1O (stereo not given)	-12%	0%	6%[57.1 µM]	-14%	0.2%	-3%	-4%	-5%[57.1 µM]	-28%
C/C(=N\NC(=O)c1ccc(C)cc1C)c1ccc2c(c1)Nc1ccccc1S2	?	-20%	0%	-8%	1.7%	-28%	-16%	4%	4%
COc1ccc(S(=O)(=O)N(Cc2ccccc2)c2ccccc2C(=O)O)cc1	2%	-1%	-3%[57.1 µM]	-16%	1.9%	7%	-15%	3%[57.1 µM]	13%
COc1cccc(C(=O)Nc2cc(C(=O)NCc3ccc(C)cc3)ccc2N2CCC3(CC2)CC(c2ccccc2)=NO3)c1	-2%	-5%	1%	-17%	1.2%	7%	2%	14%	-4%
Cc1ccc(NC(=O)COC(=O)c2ccc([N+](=O)[O-])s2)c(C)c1	4%	-17%	3%	-20%	0.3%	22%[11.4 µM]	2%	14%	18%
N#CC1=C(N)C(C#N)(C#N)C2(CCC3(CC2)OCCO3)C2CC3(CC=C12)OCCO3 (stereo not given)	-7%	-6%	6%	-3%	2.4%	-12%	2%	89µM*	-6%
Cc1ccc(Sc2ccc(N3CCCC(C(=O)Nc4ccc(Br)cc4)C3)nn2)cc1 (stereo not given)	0%	-17%	5%	-22%	4.4%	1%	2%	20%	-1%
Fc1cccc(F)c1-c1nc2c(s1)CCc1onc(-c3ccc(Br)cc3)c1-2	5%	14µM*	1%	-15%	.	7%	4%	12%	-4%
O=C(Nc1ccccc1)Nc1nc(-c2ccc(F)cc2)cs1	-7%	-5%	-7%	-22%	-0.2%	-17%	-6%	-4%	4%
COc1ccc(-n2cc(-c3ccccc3)nc2SC)cc1	-9%	-6%	0%	-20%	-0.3%	-29%	7%	4%	0%
CC(NC(=O)CCNS(=O)(=O)c1cccc2nsnc12)c1ccccc1 (stereo not given)	-2%&-1%	-18%&0%	3%[57.1 µM]	-7%&-24%	1.8%&-0.1%	3%&-19%	-2%&-1%	3%[57.1 µM]	-1%&7%
COc1ccc(CCNC(=O)CC2(CC3=NS(=O)(=O)c4ccccc4N3)CCCC2)cc1OC	-7%	1%	3%	-12%	0.4%	-4%	?	19%	2%
Cc1cc(N2CCC(C)CC2)nc(-n2nc(C)cc2C)n1	0%	143%[activator]	-5%	?	-0.8%	-41%	2%	-4%[57.1 µM]	-2%
N#Cc1cnn2cc(CCN3CCOCC3)c(-c3ccc(F)cc3)nc12	?	16%	30%	-9%	2.9%	-34%	-4%	3%	0%
CCOCC(=O)Nc1cccc(NC(C)=O)c1	3%	14%	2%[57.1 µM]	-8%	0.5%	-12%	3%	27%[57.1 µM]	0%
Cc1sc2ncn(CC(=O)NCc3ccccn3)c(=O)c2c1S(=O)(=O)N1CCOCC1	-1%	-14%	2%	-9%	-0.9%	8%[56.9 µM]	0%	3%	4%
Cc1nc(-c2ccccc2)sc1-c1nc(-c2ccccc2)ncc1S(=O)(=O)c1ccccc1	0%	50%[activator]	38%[activator]	5%	3.4%	2%	0%	30%	-1%
Cc1ccc(N2C(=O)N(CC(=O)NCc3ccccc3Cl)C(=O)C2C)cc1 (stereo not given)	10%	0%	-1%	-1%	-0.7%	19%	5%	19%	0%
COc1ccccc1N1CC(C(=O)Nc2nnc(SC)s2)CC1=O (stereo not given)	-24%	43%[activator]	2%	-6%	0.7%	-17%	-2%	-2%	-3%

Screening results: PubChem BioAssay, National Center for Advancing Translational Sciences (NCATS)
